Screens from PubChem.
Growth percent in the NCI-60 one-dose screen (48 h, 10 µM unless noted): 100 = growth as untreated, 0 = no growth, -100 = all killed.
SW-620 = SW-620 colon cancer; actives 5.2% (n = 82,000)
SNB-19 = SNB-19 CNS cancer cells; actives 2.5% (n = 81,000)
HCC-2998 = HCC-2998 colon cancer. actives 4.7% (n = 79,000)
HCT-116 = HCT-116 colon cancer; actives 7.3% (n = 82,000); AID 1794798
SF-539 = SF-539 CNS cancer; actives 6.8% (n = 81,000)
HCT-15 = HCT-15 colon cancer; actives 5.2% (n = 82,000); AID 1794746
KM12 = KM12 colon cancer cells; AID 1794800; actives 5% (n = 82,000)
SF-295 = SF-295 CNS cancer cells; AID 1794758; actives 5.6% (n = 79,000)
SNB-75 = SNB-75 CNS cancer; actives 5% (n = 79,000); AID 1794750
Starred values were filed as active, the others as inactive; · = not tested or not shown; & = joins results of further samples. Rule for the calls: active = growth percent below 10; inactive = the rest. Random draw from the library. About 11% of those tested had a hit in this group.

1: CCC(C)C1CCCCC1O (stereo not given)
2: CCC(C)C(C(=O)O)N1C(=O)CSC1=S (stereo not given)
3: COc1ccc([C@H]2C(C(=O)c3ccc(Cl)cc3)C3(N[C@@H]2c2ccccc2)C(=O)Nc2ccccc23)cc1 (stereo not given in full)
4: COc1ccc(-c2nc3ncccn3c2-c2nnc(-c3ccsc3C)o2)cc1
5: O=C1c2ccccc2-c2c1c1ncccc1c(=O)n2C[C@H](O)CO
6: CCOC(=O)NCc1ccccc1
7: Nc1nc(-c2ccccc2)c(CC(=O)O)c(-c2nc(N)nc(-c3ccccc3)c2CC(=O)O)n1
8: S=c1nn[nH]c2ccccc12
Assay by compound	1	2	3	4	5	6	7	8
KM12	107	98	16	99	96	100	107	101
SNB-75	105	78	35	17	92	102	97	96
SF-295	117	98	15	80	105	105	100	113
HCT-116	102	107	26	89	90	91	101	103
SNB-19	104	98	42	69	100	108	·	96
HCT-15	112	96	16	89	103	107	109	103
SF-539	108	97	35	86	102	104	103	105
HCC-2998	102	103	14	102	103	88	101	·
SW-620	112	99	35	95	103	105	103	113

9: COC(OC)c1ccccc1
10: O=C(O)C1(C(=O)O)CC=CC1
11: O=C1CCC23OC=CC2C2(Nc4ccccc4NC2=O)c2c(F)cccc2N13 (stereo not given)
12: CC(=O)OCC1=C(C(=O)O)N2C(=O)[C@@H](NC(=O)CSc3ccncc3)[C@H]2SC1
13: CCCCCN1C=C/C(=C\C(=O)N2CCCc3ccccc32)c2ccccc21
14: CC12CC[C@@H]3[C@]4(C)COC(c5cn[nH]c5-c5ccc(Cl)cc5)O[C@@H]4CC[C@@]3(C)[C@@H]1CC(C1=CCOC1=O)O2 (stereo not given in full)
15: Cc1cccc(C)c1/C=C1\CN(C(=O)OC(C)(C)C)C/C(=C\c2c(C)cccc2C)C1=O
16: O=C(c1ccc(O)cc1)[C@@H]1[C@@H]2CCCN2[C@@]2(C(=O)Nc3ccccc32)[C@H]1c1ccc(F)cc1
Assay by compound	9	10	11	12	13	14	15	16
KM12	112	119	98	107	90	32	99	·
SNB-75	91	92	69	87	108	·	76	78
SF-295	112	·	108	103	86	44	94	97
HCT-116	99	102	100	101	67	25	96	85
SNB-19	121	112	102	103	94	55	101	91
HCT-15	105	96	100	104	102	36	106	94
SF-539	102	89	98	107	97	51	100	80
HCC-2998	94	106	101	103	102	58	107	105
SW-620	114	109	104	106	89	49	101	108

2 entries from above, as labelled records:
14. CC12CC[C@@H]3[C@]4(C)COC(c5cn[nH]c5-c5ccc(Cl)cc5)O[C@@H]4CC[C@@]3(C)[C@@H]1CC(C1=CCOC1=O)O2 (stereo not given in full)
  KM12 = 32; SNB-75 = ·; SF-295 = 44; HCT-116 = 25; SNB-19 = 55; HCT-15 = 36; SF-539 = 51; HCC-2998 = 58; SW-620 = 49
15. Cc1cccc(C)c1/C=C1\CN(C(=O)OC(C)(C)C)C/C(=C\c2c(C)cccc2C)C1=O
  KM12 = 99; SNB-75 = 76; SF-295 = 94; HCT-116 = 96; SNB-19 = 101; HCT-15 = 106; SF-539 = 100; HCC-2998 = 107; SW-620 = 101

Continued.
17: C[N+](C)([O-])c1ccc(/C=C/c2c(F)cccc2F)cc1
18: COc1cc(/C=N/NC(=O)c2ccccc2Nc2cccc(C(F)(F)F)c2)cc(OC)c1OC
19: CCOC(=O)c1sc(/N=C2\C(=O)Nc3ccc(F)cc32)nc1C
20: COc1cc(-c2cc(-c3c[nH]c4ccccc34)nc(-c3c[nH]c4ccccc34)c2C#N)cc(OC)c1OC
21: O=C(Nc1ccccc1C(=O)O)c1cc([N+](=O)[O-])cc([N+](=O)[O-])c1
22: Cc1ccc(C(C)C)cc1NC=O
23: Cc1cn(-c2cc(F)cc(NC(=O)c3ccc(C)c(Nc4nccc(-c5cccnc5)n4)c3)c2)cn1
24: COc1ccc(-c2nc(SC(C)C)nc(NCCc3c[nH]c4ccccc34)c2C#N)cc1
Assay by compound	17	18	19	20	21	22	23	24
KM12	86	17	90	100	109	105	16	26
SNB-75	73	4.2*	61	78	92	87	-21*	66
SF-295	90	-15*	89	95	102	111	·	34
HCT-116	82	158	99	104	108	103	7.0*	7.0*
SNB-19	100	61	107	98	99	108	6.0*	·
HCT-15	99	7.1*	103	101	109	109	75	15
SF-539	95	-0.6*	99	94	96	106	-40*	43
HCC-2998	97	28	104	108	126	108	101	32
SW-620	97	3.9*	98	100	107	97	41	33

25: CCOC(=O)Cc1c[nH]c2ccc(N)cc12
26: C#CCNC(=O)[C@]12CC[C@@H](C(=C)C)[C@@H]1[C@H]1CC[C@@H]3[C@@]4(C)Cc5c([nH]c6ccccc56)C(C)(C)[C@@H]4CC[C@@]3(C)[C@]1(C)CC2
27: CCCC(=O)Nc1ccc2c(c1)CN1C(=O)c3ccccc3C1=N2
28: Clc1ccc2c(N/N=C/c3c[nH]c4ccc(Br)cc34)ccnc2c1
29: COc1ccc(/C(Cl)=N/N=C(\Cl)c2cc(OC)c(OC)c(OC)c2)cc1OC(C)=O
30: N#Cc1c(N2CCN(Cc3ccccc3)CC2)nc(=S)[nH]c1-c1ccco1
31: Cc1cc(-c2ccc(N3C(=O)CC4(CCCC4)C3=O)c(C)c2)ccc1N1C(=O)CC2(CCCC2)C1=O
32: Cn1cc(-c2noc(-c3cn(C)c4ncc(F)cc34)n2)c2cc(Cl)ccc21
Assay by compound	25	26	27	28	29	30	31	32
KM12	114	83	97	-82*	98	114	101	61
SNB-75	83	93	104	-91*	79	87	95	-24*
SF-295	119	78	87	-99*	102	117	99	42
HCT-116	102	57	102	-10*	90	113	82	44
SNB-19	96	91	110	-86*	92	105	107	70
HCT-15	111	85	98	-80*	100	107	96	66
SF-539	109	88	90	-88*	93	104	101	46
HCC-2998	·	93	85	-93*	102	135	108	97
SW-620	110	86	105	2.0*	94	93	118	47

33: CC[C@H](CC[C@@H](C)[C@H]1CC[C@H]2[C@@H]3/C(=C/c4ccccn4)C(=O)C4=CC(=O)CC[C@]4(C)[C@H]3CC[C@]12C)C(C)C
34: COc1ccc2c(c1)CC/C(=C\c1cccc(OCC(=O)Nc3nc4ccccc4s3)c1)C2=O
35: N[C@H]1CCC[C@@H](O)C1O (stereo not given in full)
36: C[C@H](CCC(=O)NCc1ccc(C(=O)NCc2ccc(C(=O)NO)cc2)cc1)[C@H]1CC[C@H]2[C@@H]3[C@@H](O)C[C@@H]4C[C@H](O)CC[C@]4(C)[C@H]3CC[C@]12C
37: Cc1cc(N(C)C)n2c(nc3ccccc32)c1C#N
38: CCCCCCCCCC(=O)Oc1ccc(/C(=C(/C)c2ccccc2)c2ccc(OCCN3CCCC3)cc2)cc1
39: CC(C)=CC(=O)CC(C#N)(C#N)C(C#N)C#N
40: Cc1ccc(NC(=O)Nc2ccccc2Cl)c(C)c1
Assay by compound	33	34	35	36	37	38	39	40
KM12	103	115	104	98	98	15	98	99
SNB-75	96	109	94	105	83	-12*	86	101
SF-295	101	115	96	107	91	-75*	101	94
HCT-116	103	99	105	92	75	16	98	99
SNB-19	103	109	113	88	112	6.9*	104	105
HCT-15	101	121	103	99	101	-13*	108	92
SF-539	99	71	101	87	91	·	105	109
HCC-2998	112	117	104	94	91	-11*	100	111
SW-620	104	99	106	101	99	-22*	111	107

Among those listed so far, two contain an aryl thioether with sulfur outside any ring.
12: CC(=O)OCC1=C(C(=O)O)N2C(=O)[C@@H](NC(=O)CSc3ccncc3)[C@H]2SC1
24: COc1ccc(-c2nc(SC(C)C)nc(NCCc3c[nH]c4ccccc34)c2C#N)cc1
Assay by compound	12	24
KM12	107	26
SNB-75	87	66
SF-295	103	34
HCT-116	101	7.0*
SNB-19	103	·
HCT-15	104	15
SF-539	107	43
HCC-2998	103	32
SW-620	106	33

Additional records follow:
41: CCCCc1c(O)cc(C)[nH]c1=O
42: O=c1[nH]nc(-c2ccc(Cl)cc2)cc1Cc1ccc(O)cc1
43: C=C(C)c1nc(C#N)c(NCc2ccncc2)o1
44: O=C1OC(c2ccc(-c3ccccc3)cc2)=C/C1=C/c1ccccc1
45: Nc1ccnn1-c1ccccc1
46: O=C1NC(=O)C2(CCCc3c([N+](=O)[O-])cccc32)N1 (stereo not given)
47: CS(=O)(=O)c1nccc(-c2c(-c3ccc(OCCN4CCCC4)cc3)nc3sccn23)n1
48: Cc1ccc(S(=O)(=O)n2[nH]c(=O)cc2N)cc1
Assay by compound	41	42	43	44	45	46	47	48
KM12	108	97	101	96	99	110	109	102
SNB-75	89	99	59	82	90	107	96	91
SF-295	79	135	92	92	99	·	99	99
HCT-116	104	103	100	104	93	107	95	94
SNB-19	·	90	110	94	·	107	105	95
HCT-15	106	114	98	123	100	99	104	96
SF-539	103	97	111	98	96	105	101	93
HCC-2998	102	120	106	100	117	99	100	99
SW-620	110	108	108	97	95	113	100	101

Some values from the list.
KM12, #48 is entered as 102
SF-295, #42 is entered as 135
SNB-19, #46 is entered as 107
SF-295, #45 is entered as 99
SNB-75, #43 is entered as 59
SF-539, #44 is entered as 98
HCT-116, #41 is entered as 104

Next section.
49: COc1ccc(C(=O)C[n+]2ccn(CCC(=O)Nc3cccc4cccnc34)c2)cc1
50: Cc1nnc(NC/C=C/c2ccccc2)s1
51: Clc1ccc(-c2cnc(Cl)nc2NC2CCCCCC2)c(Cl)n1
52: COc1ccc(C2CC(=O)Nc3c(-c4cccc(F)c4)nsc32)cc1 (stereo not given)
53: COc1cccc(/C=C(\C#N)c2nc(N)nc(Nc3ccc(S(N)(=O)=O)cc3)n2)c1
54: O=C(/C=C/c1ccc(Cl)cc1)c1ccc(NC(=O)N2CCN(c3cc4c(cc3F)c(=O)c(C(=O)O)cn4C3CC3)CC2)cc1
55: CC1=CC2(C)/C=C(C)/C=C\CC(O)/C=C3/C=CC(=C4C(=O)OC2(CC1C)C4=O)OC3 (stereo not given)
56: Cc1ccc(-c2nc([P+](c3ccccc3)(c3ccccc3)c3ccccc3)c(N3CCOCC3)o2)cc1
Assay by compound	49	50	51	52	53	54	55	56
KM12	94	94	99	81	101	86	10	-22*
SNB-75	·	103&86	70	98	90	92	53	0.0*
SF-295	102	100	89	93	107	108	41	-10*
HCT-116	91	100&105	85	94	108	12	-100*	1.9*
SNB-19	93	113&108	93	96	97	88	56	11
HCT-15	101	104&98	93	99	102	96	-57*	54
SF-539	89	101&109	95	94	102	82	-82*	19
HCC-2998	100	102&127	103	104	115	102	·	14
SW-620	92	105&113	96	102	110	97	-89*	9.9*

57: O=c1[nH]cnc2ccc([N+](=O)[O-])cc12
58: O=C1NC(=O)C(Cn2c(-c3ccccc3)nc3ccccc32)C(=O)N1
59: N#C/C(=C\c1ccccc1[N+](=O)[O-])C(=O)O
60: COC(=O)[C@]12CCC(C)(C)C[C@@H]1C1=CC[C@@H]3[C@@]4(C)CC[C@H](N=Cc5ccccn5)C(C)(C)[C@@H]4CC[C@@]3(C)[C@]1(C)CC2
61: C#CC#CC#CC#CC#CC#CC#CC#CCC1OC[C@H](COC(=O)O[C@@H](C(=O)O[C@H]2C[C@@]3(O)[C@@H](OC(=O)c4ccccc4)[C@@H]4[C@]5(OC(C)=O)CO[C@@H]5C[C@H](O)[C@@]4(C)C(=O)[C@H](OC(C)=O)C(=C2C)C3(C)C)[C@@H](NC(=O)c2ccccc2)c2ccccc2)O1 (stereo not given in full)
62: Cc1nc(C#N)c(N2CCC(c3nc(Cc4ccc(Cl)cc4)no3)CC2)o1
63: Cc1nc(Nc2ccc(OCc3c(-c4ccccc4)no[n+]3[O-])cc2)c2cnn(-c3ccc(Br)cc3)c2n1
64: O=C(/C=C/c1ccc(-c2ccccc2)cc1)c1ccccc1
65: N#Cc1nc(-c2ccccc2)oc1N1CCC[C@@H]1CO
Assay by compound	57	58	59	60	61	62	63	64	65
KM12	103	100	111	117	11	101	101	99&104	101
SNB-75	96	76	68	114	7.7*	90	·	97&94	87
SF-295	106	108	94	107	15	97	102	103	96
HCT-116	103	101	100	107	14	90	97	86&90	100
SNB-19	99	93	108	102	28	94	91	102&105	97
HCT-15	104	107	93	106	88	104	98	91&87	93
SF-539	99	100	97	106	8.5*	96	94	111&108	103
HCC-2998	109	115	·	112	10	110	104	98&101	98
SW-620	99	107	99	112	28	105	109	111&101	98
